ERG Ets-DNA blk – blocks human ERG Ets domain binding to DNA. Potency, µM (highest dose often 76.9 µM), for the others: at the highest dose FP activity, negative = inhibition, most hits filed as inhibitors. fluorescence polarization, His-ERG Ets domain / labelled DNA. 0.028% of 370,000 active; active = well fitted inhibition curve with a large enough effect in the polarisation, with a control signal flat; inconclusive = small, poorly fitted or top-dose-only effect, or effect the other way, or a change in a side signal; inactive = no such curve, though single readings can be large or run the other way; the % refers to the polarisation;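 note: polarization taken with two DNA probes labelled with fluorescein and Texas red; % of control where 0% means no effect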
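His-tagged ERG Ets domain (1 uM in the protein solution; 300mM KCl, 50mM Tris-HCl, 1mM EDTA, 1mM DTT, pH 7.5) received compound, then a probe mix of 5 nM fluorescein-DNA and 100nM Texas-615-DNA. Fluorescence polarization was read for both dyes.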
ALOX12 inh – blocks human arachidonate 12S-lipoxygenase; purified 12hLO, xylenol orange hydroperoxide absorbance; P18054; Potency, µM (titrated, usually from 108 µM), for inactives: at the highest dose activity change, negative = inhibition, actives largely listed as inhibitors; 1.1% of 580,000 active; AID 1671190; note: % is set by controls: 0 for no effect and ±100 for the full control effect
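Hydroperoxide product was detected by ferrous iron/xylenol orange as the 573 to 405 nm absorbance ratio. Arachidonic acid at 40 uM (final) was turned over for 30 min at room temperature by 150 nM human 12hLO, pH 7.0 Hepes buffer, after 15 min compound preincubation.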
JMJD2A Tudor inh – inhibitors of human JMJD2A Tudor domain | O75164 | AlphaScreen JMJD2A-Tudor / H3K4me3 peptide binding | Potency, µM (top dose mostly 114 µM), without a hit: at the top dose activity change, negative = inhibition, usual class: inhibitors | 4.4% of 390,000 active; note: % is set by controls: 0 for no effect and ±100 for the full control effect; nearly all actives have a fitted effect of over 50% in size
RGS4 inhibitor – inhibitors of human regulator of G protein signaling 4; P49798; Transcreener GDP fluorescence polarization, RGS4-accelerated GTP hydrolysis; Potency, µM (top dose mostly 114 µM), for inactives: at the highest dose activity change, negative = inhibition, hits mostly inhibitors; 0.039% of 390,000 active; AID 504845; note: % is set by controls: 0 for no effect and ±100 for the full control effect; nearly all actives have a fitted effect of over 75% in size; some results filed as inactive show a strong effect at the top dose
Target sequence (P49798 whole entry, looked up): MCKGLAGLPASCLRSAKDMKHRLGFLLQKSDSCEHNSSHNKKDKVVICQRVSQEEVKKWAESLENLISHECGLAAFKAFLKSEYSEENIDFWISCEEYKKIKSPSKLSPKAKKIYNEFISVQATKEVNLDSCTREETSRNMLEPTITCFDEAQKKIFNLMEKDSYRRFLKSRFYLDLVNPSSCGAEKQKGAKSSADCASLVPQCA
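MLSMR compounds (23 nl, pin-transferred) preincubated 10 min at room temperature with a 500nM (2x) first reagent, then RGS4 at 900nM (2x) plus Transcreener GDP mix added; fluorescence polarization (620/688 nm) read before and after 90 min at 30 °C.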
GLS inh – inhibitors of human glutaminase (GLS); O94925; 0.21% of 410,000 active; AID 624170; GLS enzymatic activity, qHTS titration; Potency, µM (series often up to 45.5 µM), for the others: at the top dose activity change, negative = inhibition, actives largely listed as inhibitors; note: % is set by controls: 0 for no effect and ±100 for the full control effect
Target sequence (O94925 whole entry, looked up): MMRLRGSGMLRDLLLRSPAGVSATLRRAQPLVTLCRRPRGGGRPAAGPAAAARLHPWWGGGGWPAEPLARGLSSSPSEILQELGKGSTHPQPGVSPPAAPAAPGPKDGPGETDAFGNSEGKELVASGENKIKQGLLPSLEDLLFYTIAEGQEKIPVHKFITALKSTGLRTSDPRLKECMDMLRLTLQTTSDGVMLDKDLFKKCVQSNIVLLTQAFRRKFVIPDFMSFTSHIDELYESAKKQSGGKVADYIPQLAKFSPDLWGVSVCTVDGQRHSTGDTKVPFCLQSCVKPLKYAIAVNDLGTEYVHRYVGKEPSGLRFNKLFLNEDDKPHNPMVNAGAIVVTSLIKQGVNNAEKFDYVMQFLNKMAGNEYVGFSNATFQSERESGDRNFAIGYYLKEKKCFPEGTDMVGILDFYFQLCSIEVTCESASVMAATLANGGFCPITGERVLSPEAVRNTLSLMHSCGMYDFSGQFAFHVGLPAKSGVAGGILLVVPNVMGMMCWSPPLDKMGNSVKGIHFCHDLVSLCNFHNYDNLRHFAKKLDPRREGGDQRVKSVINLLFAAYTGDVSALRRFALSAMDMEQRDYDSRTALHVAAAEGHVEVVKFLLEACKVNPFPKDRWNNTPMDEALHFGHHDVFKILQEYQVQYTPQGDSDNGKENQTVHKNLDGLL
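Human kidney-isoform GLS in 45 mM KH2PO4 pH 8.2, 0.02% Tween-20, with compound, started with 1mM L-Glutamine (added stock). Glutamate oxidase/HRP/Amplex red coupled fluorescence read at start and after 30 min at RT.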
HP1b chromo inh – inhibitors of HP1-beta chromodomain binding to methylated histone tails; P83916; AlphaScreen HP1-beta / biotin-H3K9me3 peptide binding; Potency, µM (highest dose often 114 µM), without a hit: at the top dose activity change, negative = inhibition, usual class: inhibitors; 0.56% of 390,000 active; AID 540317; note: nearly all actives have a fitted effect of over 70% in size; inactives centre near 23
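Compound inhibition of the preformed complex between 50 nM HP1-beta and 50 nM biotinylated H3K9me3 peptide was read by AlphaScreen. Buffer was PBS pH 7.4 with 0.01% Tween-20. Incubations ran 30 min at room temperature, with 10 ug/mL donor/acceptor beads.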
rTrxR1 inhibitor – rat TrxR1 inhibition; O89049; recombinant rTrxR1, NADPH fluorescence consumption, selenite substrate; Potency, µM (series often up to 114 µM), inactives show at the top dose activity change, negative = inhibition, usual class: inhibitors; 1% of 390,000 active; AID 588453; note: % is set by controls: 0 for no effect and ±100 for the full control effect; nearly all actives have a fitted effect of over 65% in size
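Rat TrxR1 (90 nM in the dispensed reagent) was pre-reduced with 400 uM NADPH for 5 min at room temperature, then incubated with compound for 15 min. After 400 uM selenite was added, NADPH fluorescence (Ex 340/Em 450 nm) was followed for 8 min.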
Tb PGK inh – T. brucei PGK inhibition; PGK/GAPDH coupled, Kinase-Glo luminescence, 60 min; Potency, µM (top dose mostly 57.5 µM), without a hit: at the highest dose activity change, negative = inhibition, most hits filed as inhibitors; 0.043% of 380,000 active; AID 602233; note: % is set by controls: 0 for no effect and ±100 for the full control effect; nearly all actives have a fitted effect of over 60% in size
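Recombinant glycosomal PGK reaction used 1,3-bisphosphoglycerate generated in-well by GAPDH (100nM final) in 100mM TEA pH 7.6, 5mM MgCl2, 0.01% Tween-20. After 60 minutes at room temperature, ATP was read by Kinase-Glo Plus luminescence end-point.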
Pin1 inh – human Pin1 inhibition; AID 504891; Pin1 FP peptide displacement, HiFluor488, 10 min; Potency, µM (top dose mostly 115 µM), inactives show at the highest dose activity, negative = inhibition, most hits filed as inhibitors; 0.009% of 390,000 active; active = well fitted inhibition curve with a large enough effect in the polarisation, with a control signal flat, not every such curve was filed as active; inconclusive = small, poorly fitted or top-dose-only effect, or effect the other way, or a change in a side signal; inactive = no such curve, though single readings can be large or run the other way; the % refers to the polarisation; note: % is set by controls: 0 for no effect and ±100 for the full control effect
Target sequence (Q13526 whole entry, looked up): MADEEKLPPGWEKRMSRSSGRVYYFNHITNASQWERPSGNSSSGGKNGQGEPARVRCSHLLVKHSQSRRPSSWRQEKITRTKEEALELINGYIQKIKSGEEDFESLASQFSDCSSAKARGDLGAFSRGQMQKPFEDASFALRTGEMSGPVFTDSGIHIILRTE
* marks the source's active call; other numbers are inactive results; i = inactive; ? = inconclusive; nt = no result given; & = joins results of further samples; [ ] = another dose, or the depositor's remark. Unless noted, calls come from the whole dose curve; as a rule, active = well fitted curve in the direction sought with a large enough effect; inconclusive = small, poorly fitted or top-dose-only effect, or another doubt; inactive = no such curve, though single readings can be large; an effect the other way counts as inactive or inconclusive. Potency is the fitted concentration of half-maximal effect. A portion of the library, so the mix of outcomes need not match the whole.

SMILES	ERG Ets-DNA blk	ALOX12 inh	JMJD2A Tudor inh	RGS4 inhibitor	GLS inh	HP1b chromo inh	rTrxR1 inhibitor	Tb PGK inh	Pin1 inh
CN(C)c1ccc(/C=N/Nc2nncc3ccccc23)cc1	12%	-24%	-20%	-44%	10%	45%[activator]	-3%	-16%	?
COc1cccc(-c2nc3n(n2)C(c2ccc4c(c2)OCO4)C(C(N)=O)=C(C)N3)c1 (stereo not given)	0%	?	-9%	5%	11%	22%	11%[57.1 µM]	-1%	5%
CCOc1ccc2nc(SCC(=O)N3c4ccccc4Sc4ccccc43)c(C#N)cc2c1	-2%	-13%	-18%	-22%	1%	49%[activator]	10%	i	?
C/C(=C\c1cc(C(=O)O)c(C)o1)CO	-11%	-6%	-17%[57.1 µM]	12%[56.9 µM]	0%	31%	?	-12%	-9%
COc1c(NC(C)=O)c2c(c([N+](=O)[O-])c1OC)C(=O)OC2	-1%	1%	-9%	-3%	-3%	26%	11%[57.1 µM]	i	-18%
Cc1nc(N)sc1-c1nnc(SCC(=O)Nc2ccccc2C(F)(F)F)n1C	4%	0%	-3%	-3%	2%	27%	-21%	0%	0%
NC(=O)c1ncn([C@@H]2O[C@H](CNS(=O)(=O)c3cc4ccccc4s3)[C@@H](O)[C@H]2O)n1	-1%	-17%	-8%	-11%	-2%	43%[activator]	4%	5%	-3%
COc1ccc(NC(=O)CCC2COc3ccccc3O2)c(OC)c1 (stereo not given)	-3%	0%	0%	13%	7%	29%	19%	-4%	-1%
COc1ccc(CCNC(=O)c2cccc([N+](=O)[O-])c2)cc1OC	11%	139%[activator]	-9%	17%	9%	6%	7%	5%	-3%
CN(C)S(=O)(=O)N1CCN(c2cc(Cl)ccc2Cl)CC1	-1%	0%	8%	-44%	-1%	110%[activator]	11%[57.1 µM]	i	-2%
Cc1ccc(C)c(N2CCN(S(=O)(=O)c3ccc4[nH]c(=O)ccc4c3)CC2)c1	-5%	44%[activator]	-8%	-11%	-5%	22%	2%[57.1 µM]	-1%	-2%
CNC(=O)COC(=O)c1ccc(OCC(=O)Nc2ccccc2OC)c(OC)c1	-2%	0%	2%	-29%	0%	56%[activator]	0%[57.1 µM]	5%	4%
Cc1ccc(CNC(=O)c2ccccc2SCC(=O)NCC2CCCCC2)cc1	-4%	-29%	-11%	5%	0%	39%	11%	i	3%
CC1CCN(c2nc3c(c(=O)n(C)c(=O)n3C)n2Cc2ccccc2)CC1	nt	11%	-16%	14%	2%	2%	13%	-6%	-6%
CCC1(CC)C(=O)C2=C3C1[C@H](C(=O)OC)CC(C(=O)OC)C[C@H]3n1c(=O)n(C)c(=O)n1[C@H]2C (stereo not given in full)	3%	7%	-15%&0%	15%&23%	3%	13%&5%	13%&8%	-6%	-1%&-9%
COc1ccc(CNC(=O)C2CCCN(S(=O)(=O)N(C)c3ccc(F)cc3)C2)cc1OC (stereo not given)	2%	4%	-1%	-3%	-3%	28%	7%	0%	-5%
CC(=O)Nc1ccc(SCc2c(C)noc2C)cc1	6%	0%	-5%	9%	-2%	48%[activator]	58%[activator]	3%	-2%
CCNc1nc(NCC)nc(N(C)N)n1	-9%	10%	28µM*	1%	-3%	50%[activator]	5%	-11%	11%
O=C(CSc1nc2ccc([N+](=O)[O-])cc2[nH]1)NC1CCCCCC1	-12%	-29%	-31%	3%	14%	-2%	-8%[57.1 µM]	-3%	-2%
CCC(=O)N(Cc1ccco1)c1nc(-c2cc(OC)ccc2OC)cs1	-5%	-2%	-20%	10%	1%	11%	-3%	-5%	21%

JMJD2A Tudor inh, entries above that show a hit.
SMILES	ERG Ets-DNA blk	ALOX12 inh	JMJD2A Tudor inh	RGS4 inhibitor	GLS inh	HP1b chromo inh	rTrxR1 inhibitor	Tb PGK inh	Pin1 inh
CCNc1nc(NCC)nc(N(C)N)n1	-9%	10%	28µM*	1%	-3%	50%[activator]	5%	-11%	11%

Other compounds follow:
SMILES	ERG Ets-DNA blk	ALOX12 inh	JMJD2A Tudor inh	RGS4 inhibitor	GLS inh	HP1b chromo inh	rTrxR1 inhibitor	Tb PGK inh	Pin1 inh
Cc1ccc(C(=O)c2oc3ccccc3c2NC(=O)COc2ccc(C(C)(C)C)cc2)cc1	0%	-20%	4%	-15%	-4%	56%[activator]	18%	-1%	-9%
Cc1nc2oc3ccc(F)cc3c(=O)c2cc1C(=O)NC(C)(C)C	-5%	-4%	-14%	20%	17%	33%	7%[57.1 µM]	-5%	-5%
Cc1ccc(OCC(=O)N(Cc2ccccc2)c2c(N)n(Cc3ccccc3)c(=O)[nH]c2=O)c(C)c1	5%	-20%	-11%	-8%	3%	15%	9%[57.1 µM]	-12%	2%
COC(=O)c1ccccc1N1C(=O)C2C(C1=O)[C@H]1C=C[C@@H]2C1 (stereo not given in full)	3%	4%	-14%	4%	5%	17%	27%[57.1 µM]	i	3%
Cc1cc(=O)oc2cc(NS(=O)(=O)c3ccccc3)ccc12	-12%	?	6%	-16%	1%	39%	-115%	i	0%
Cc1ccccc1C(=O)NC[C@@H]1CCCN2CCCC[C@H]12	5%	0%	-7%	-6%	1%	5%	0%[57.1 µM]	-15%	-4%
CN(C)CCCN(C(=O)c1ccco1)c1nc2ccc(Br)cc2s1	5%	-5%	-21%	-4%	-3%	16%	3%	-6%	-3%
O=C1CN(C(=O)COC(=O)c2ccccc2NC(=O)c2ccco2)c2ccccc2N1	-5%	-13%	-7%	7%	4%	15%	20%[57.1 µM]	7%	4%
O=C(c1ccc(-n2cccn2)cc1)N1CCN(c2ncccc2C(F)(F)F)CC1	-7%	-5%	-1%	-23%	9%	15%	0%	i	0%
O=C(Nc1ccc2c(c1)OCCO2)C1CCN(c2nnnn2-c2ccccc2)CC1	5%	-1%	?	16%	5%	21%	18%	-3%	?
Nc1c(C(=O)O)cnn1-c1ccccc1	?	-8%	?	-40%	8%	-25%	19%[11.4 µM]	-4%	-9%
COc1ccccc1NC(=O)CSc1nc(-c2ccc(C)cc2)nc2c1Cc1c(CO)cnc(C)c1O2	-3%	2%	4%	-7%	0%	28%	?	-5%	24%
O=C(CNS(=O)(=O)c1ccccc1)N1CCN(C(=O)c2ccco2)CC1	-12%	-21%	-8%	-19%	-3%	3%	11%	-9%	4%
Cc1ccc(S(=O)(=O)NCC(=O)N2CCN(c3ccccc3F)CC2)cc1	7%	nt	-17%	-10%	0%	30%	-10%[57.1 µM]	1%	-6%
Cc1cccc(C(=O)OCC(=O)c2c(N)n(CC(C)C)c(=O)n(C)c2=O)c1O	9%	-7%	4%	0%	-15%	16%	15%	-6%	-3%
Cn1c(=O)c2c(nc(NCc3ccco3)n2C/C=C/c2ccccc2)n(C)c1=O	0%	-13%	?	-26%	-1%	17%	-8%	1%	?
CCNC(=O)COC(=O)/C=C/c1ccccc1[N+](=O)[O-]	14%	16%	-15%	18%	1%	63%[activator]	5%[57.1 µM]	-1%	-16%
Cc1ccc(Nc2nc(N)nc(CN3CCN(Cc4ccc5c(c4)OCO5)CC3)n2)cc1	-6%	2%	?	-41%	1%	-9%	18%[57.1 µM]	-5%	1%
Cc1nc(NC(=O)CSc2ccc(-c3nc4ccccc4[nH]3)cn2)sc1C	-2%	-25%	-7%	-2%	1%	12%	9%[57.1 µM]	-11%	17%
CC(=O)N1CC(=O)N=C1SCC(=O)Nc1nc(C)c(-c2ccccc2)s1	6%	0%	-20%	-22%	-9%	37%	13%[57.1 µM]	-2%	-5%
C/C(=N\NC(=O)c1cccc(F)c1)c1ccc(NC(=O)Cc2ccccc2)cc1	9%	471%[activator]	-22%	4%	4%	26%	19%	-8%	2%
CCOC(=O)C(=O)Nc1ncc(Cl)s1	4%	?	-14%	10%	3%	-8%	?	-8%	?
COc1ccc2[nH]c(C(=O)N/N=C/c3ccccc3OC)cc2c1	-1%	132%[activator]	?	-16%	1%	12%	-22%	nt	-4%
O=C(c1ccco1)N1CCCN(Cc2nc(-c3ccc4c(c3)OCO4)no2)CC1	1%	-13%	-28%	4%	3%	-10%	-1%	-3%	-5%
CCOC(=O)CCCNC(=O)c1cncc(Br)c1	-2%	10%	-4%	16%	12%	19%	14%	8%	-10%
CCOC(=O)c1c(C)[nH]c(C(=O)N2CCCC(C(=O)c3cccc(OC)c3)C2)c1C (stereo not given)	-1%	-2%	-30%	-13%	2%	10%	3%	-1%	5%
CCSc1nnc2c(n1)OC(C)(C)Nc1ccccc1-2	nt	-5%[57.4 µM]	-19%	-6%	6%	40%[activator]	8%	-2%	-2%
O=C(Nc1ccc(N2CCN(C(=O)c3ccccc3)CC2)cc1)c1cc([N+](=O)[O-])ccc1N1CCOCC1	1%	-12%	-24%	-11%	5%	1%	-12%	-2%	0%
Cc1ccccc1NC(=S)N1CCCN(Cc2ccc(F)cc2)C1	-6%	?	-32%	-23%	5%	12%	-4%	-8%	1%
Cc1ccccc1OCC(=O)N/N=C/c1ccc([N+](=O)[O-])o1	4%	-13%	-30%	-16%	10%	40%[activator]	?	nt	11%
CN(C)c1ccc(NC(=O)/C=C/c2ccccc2Cl)cc1	6%	-24%	-28%	-13%	24%	-20%	-14%	1%	15%
Cc1ccc(C)c(OCCCCn2ccnc2)c1	-12%	2%	?	-3%	0%	9%	-4%[57.1 µM]	-6%	0%
CCCCC(=O)N/N=C(\C)c1cccc(NC(=O)C2CC2)c1	-1%	1%	-27%	-13%	3%	20%	-7%	3%	-5%
